Assay outcomes: PubChem BioAssay, The Scripps Research Institute Molecular Screening Center
CHRM1 agonist: agonists of human M1 muscarinic receptor; CHO-K1 hM1, Fluo-8 calcium fluorescence, agonist mode; 0% DMSO, 100% acetylcholine EC100; activation, % at 3 µM; 360,000 tested, 0.33% active;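 active = activation above the run's mean compound activation plus 3 SD, cut at about 16% in these data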;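 note: peak over basal fluorescence ratio within a 140 s kinetic read after compound addition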
Target sequence (P11229 whole entry, looked up): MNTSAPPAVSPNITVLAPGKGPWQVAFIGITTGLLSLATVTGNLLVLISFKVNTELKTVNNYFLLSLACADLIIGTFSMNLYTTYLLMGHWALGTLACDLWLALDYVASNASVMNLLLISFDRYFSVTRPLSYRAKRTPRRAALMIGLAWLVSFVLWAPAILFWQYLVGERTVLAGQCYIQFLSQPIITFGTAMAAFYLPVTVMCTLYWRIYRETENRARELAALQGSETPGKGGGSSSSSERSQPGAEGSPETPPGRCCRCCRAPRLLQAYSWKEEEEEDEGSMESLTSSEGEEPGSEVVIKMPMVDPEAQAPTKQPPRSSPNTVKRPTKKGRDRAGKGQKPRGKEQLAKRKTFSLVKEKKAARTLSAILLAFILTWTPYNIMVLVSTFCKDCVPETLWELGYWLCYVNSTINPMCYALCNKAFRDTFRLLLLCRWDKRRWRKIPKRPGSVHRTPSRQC
M1 PAM: positive allosteric modulators of human M1 muscarinic receptor; CHO-K1 hM1, Fluo-8 calcium fluorescence, ACh EC20; 0% = ACh EC20, 100% = maximal ACh; activation, % at 3 µM; 360,000 tested, 0.088% active; AID 588819; in the data active = activation above about 19%, passing the limit was not always enough
TAAR1 antagonist: human TAAR1 antagonism; CHO RD-HGA16 TAAR1, Fluo-8 calcium fluorescence, antagonist; 360,000 tested, 1.5% active; Q96RJ0; AID 624466; inhibition, % at 3 µM;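 active = inhibition above a per-plate cutoff, the mean inhibition of test compounds on that plate plus 3 SD, cut at about 49% in these data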;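 note: 0% = DMSO plus EC80 beta-PEA response and 100% = DMSO alone without agonist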
Target sequence (Q96RJ0 whole entry, looked up): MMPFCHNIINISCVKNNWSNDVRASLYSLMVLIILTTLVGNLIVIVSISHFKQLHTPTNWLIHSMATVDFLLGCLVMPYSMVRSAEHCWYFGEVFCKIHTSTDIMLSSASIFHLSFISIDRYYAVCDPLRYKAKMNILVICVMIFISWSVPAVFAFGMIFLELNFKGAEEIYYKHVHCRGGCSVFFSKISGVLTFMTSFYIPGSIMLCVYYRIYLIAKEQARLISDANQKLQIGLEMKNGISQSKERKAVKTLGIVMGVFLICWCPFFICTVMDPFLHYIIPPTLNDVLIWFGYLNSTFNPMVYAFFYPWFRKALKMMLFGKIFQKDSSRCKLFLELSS
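System: CHO RD-HGA16 cells bearing hTAAR1. Reagent: EC80 β-phenethylamine stimulus. Schedule: seeding 17-24 h prior, 75-min 37 °C, 30-min RT dye loading. Signal: Fluo-8 intracellular calcium dye fluorescence, real-time kinetic reads. Read-out: % inhibition from peak post-agonist over basal fluorescence ratio. Benchmarks: vehicle wells and EC80 agonist wells. Replicates: n of 1.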
CHRM1 antagonist: human CHRM1 antagonism; CHO-K1 hM1, Fluo-8 calcium fluorescence, ACh EC80 antagonist; 360,000 tested, 1.3% active; P11229; inhibition, % at 3 µM; AID 588852;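 active = percent inhibition above its own plate's cutoff, namely the mean of that plate's compound wells plus 3 SD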;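 note: peak over basal fluorescence ratio during 140 s after agonist addition; 0% = ACh EC80 plus DMSO and 100% = DMSO alone without agonist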
M1 PAM parental: nonselective activator or artifact in parental CHO-K1 calcium assay; ATP EC20, Fluo-8 calcium fluorescence; 0% at ATP EC20, 100% at ATP max; activation, % at 3 µM; 360,000 tested, 0.02% active;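 active = activation above the run cutoff, the mean activation of all test compounds plus 3 SD, cut at about 40% in these data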;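 note: peak over basal fluorescence ratio in a 140 s read after ATP addition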
CHO parental Ca: counter-screen for OX1R antagonists: effect in parental CHO cells | AID 463079 | 330,000 tested, 0.63% active | inhibition, % at 5.6 µM | parental CHO-K1, ATP-induced calcium, Fluo-8 fluorescence;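 active = inhibition above that plate's mean sample inhibition plus 3 SD, cut at about 26% in these data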;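 note: 0% = ATP-challenged DMSO wells and 100% = DMSO wells without ATP; some compounds past the cut are filed as inactive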
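test system = CHO parental line | reagent = ATP stimulus | measured by = intracellular calcium via Fluo-8 no-wash fluorescent dye | control set = ATP and no-ATP DMSO wells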
CHO-K1 Ca antag: counter-screen for M1 antagonists: effect in parental CHO-K1 cells; ATP-induced calcium, Fluo-8 fluorescence; AID 602250; inhibition, % at 3 µM; 360,000 tested, 0.6% active;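 active = inhibition above a per-plate cutoff, the plate's mean sample inhibition plus 3 SD, cut at about 24% in these data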;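 note: 0% = DMSO plus EC80 ATP and 100% = DMSO alone without ATP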
M1 ag parental: M1 agonist counterscreen hit in parental CHO-K1 cells | 360,000 tested, 0.48% active | activation, % at 3 µM | Fluo-8 calcium fluorescence; scaled to maximal ATP response, vehicle zero; in the data active = activation above about 15%;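 note: untransfected CHO-K1 host cells lacking M1 receptor as counterscreen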
TAAR1 ag: agonists of human TAAR1. CHO RD-HGA16 TAAR1, Fluo-8 calcium fluorescence; vehicle wells 0%, saturating PEA agonist 100%. activation, % at 3 µM. 360,000 tested, 0.99% active. Q96RJ0. AID 624467;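 active = activation above the mean activation of all test compounds in the run plus 3 SD, cut at about 38% in these data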
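Test system: RD-HGA16 (CHO) cells co-expressing Gα16 and hTAAR1 / Benchmarks: DMSO vehicle as 0%, PEA at EC100 as 100% / Repeats: no replicates (n 1) / Measure: % activation from peak over basal fluorescence ratio, DMSO-to-PEA scaled / Timing: 17-24 h plating, Fluo-8 75 min 37 °C, 30 min RT / Technique: kinetic Fluo-8 calcium fluorescence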
Active calls of the source: *.

`Cc1ccc(C(C)C)c(OCCn2ccnc2C)c1` gave CHRM1 agonist -10, M1 PAM -30, TAAR1 antagonist -12, CHRM1 antagonist 99*, M1 PAM parental -12, CHO parental Ca 1, CHO-K1 Ca antag 6, M1 ag parental 0.9 and TAAR1 ag 5.
Screening Cc1ccc(C)c(S(=O)(=O)N2CCN(C(=O)c3n[nH]c(=O)c4ccccc34)CC2)c1 returned CHRM1 agonist -2, M1 PAM 4, TAAR1 antagonist -1, CHRM1 antagonist -3, M1 PAM parental 11, CHO parental Ca -13, CHO-K1 Ca antag -3, M1 ag parental 1.2 and TAAR1 ag 4.
For Cc1ccc(-c2nn3c(C)nnc3s2)cc1NC(=O)c1cccs1 the results were CHRM1 agonist -7, M1 PAM 1, TAAR1 antagonist -4, CHRM1 antagonist -2, M1 PAM parental 12, CHO parental Ca -18, CHO-K1 Ca antag -4, M1 ag parental 0.1 and TAAR1 ag 0.
Screening OC[C@@H]1CN(CCN2CCOCC2)C[C@H](n2cnc3c(NC4CC4)ncnc32)O1 returned CHRM1 agonist 10, M1 PAM 26, TAAR1 antagonist 4, CHRM1 antagonist -10, M1 PAM parental -11, CHO-K1 Ca antag 5, M1 ag parental 0.1 and TAAR1 ag 3.
`CC(OC(=O)Cc1coc2cc3c(cc12)CCC3)C(=O)NC(N)=O` (stereo not given) gave CHRM1 agonist 0, M1 PAM 10, TAAR1 antagonist 12, CHRM1 antagonist 13, M1 PAM parental 10, CHO parental Ca 7, CHO-K1 Ca antag -16, M1 ag parental 5.2 and TAAR1 ag 4.
For CCCn1nnnc1NCc1cccc(OC)c1 the results were CHRM1 agonist -3, M1 PAM -5, TAAR1 antagonist -13, CHRM1 antagonist 1, M1 PAM parental -7, CHO parental Ca -3, CHO-K1 Ca antag 0, M1 ag parental -0.2 and TAAR1 ag 5.
For CSc1ccccc1C(=O)N1CCCCC1 the results were CHRM1 agonist -2, M1 PAM 5, TAAR1 antagonist -18, CHRM1 antagonist -5, M1 PAM parental 11, CHO parental Ca -17, CHO-K1 Ca antag -13, M1 ag parental 0.6 and TAAR1 ag 3.
CC(=O)c1ccc(-c2cnc3c(NC=O)cc(-c4cccc(NS(C)(=O)=O)c4)cn23)cc1 was read as CHRM1 agonist -5, M1 PAM -17, TAAR1 antagonist 12, CHRM1 antagonist 26, M1 PAM parental -12, CHO-K1 Ca antag -5, M1 ag parental 1.5 and TAAR1 ag 2.
Screening S=C(Nc1cccnc1)N1CCN(c2ccccc2Cl)CC1 returned CHRM1 agonist -3, M1 PAM 13, TAAR1 antagonist -3, CHRM1 antagonist -15, M1 PAM parental 13, CHO parental Ca 0, CHO-K1 Ca antag -16, M1 ag parental 2.5 and TAAR1 ag 8.
O=C1c2ccc([N+](=O)[O-])cc2C(=O)N1Cc1cccnc1 was read as CHRM1 agonist -3, M1 PAM 8, TAAR1 antagonist -20, CHRM1 antagonist -14, M1 PAM parental -2, CHO parental Ca -2, CHO-K1 Ca antag 1, M1 ag parental 0.1 and TAAR1 ag 6.
CCNc1ccc(C(=O)OCC(=O)NCc2ccc(C)cc2)cc1[N+](=O)[O-] was read as CHRM1 agonist -6, M1 PAM 11, TAAR1 antagonist -2, CHRM1 antagonist -8, M1 PAM parental 28, CHO parental Ca -16, CHO-K1 Ca antag -13, M1 ag parental 1.4 and TAAR1 ag 0.
COc1ccc(-c2noc(CSc3nc4ccccc4c(=O)n3-c3ccccc3)n2)cc1OC was read as CHRM1 agonist -3, M1 PAM 2, TAAR1 antagonist 11, CHRM1 antagonist -3, M1 PAM parental -7, CHO parental Ca -26, CHO-K1 Ca antag -1, M1 ag parental -0.1 and TAAR1 ag 11.
`Cc1cc(C)c2c(=O)n(CC(=O)NC3CCCC3)sc2n1` gave CHRM1 agonist 8, M1 PAM 8, TAAR1 antagonist 48, CHRM1 antagonist -13, M1 PAM parental 21, CHO parental Ca 4, CHO-K1 Ca antag -12, M1 ag parental 2.7 and TAAR1 ag 57*.
For CCN(CC)S(=O)(=O)c1cc(C(=O)N(C)CC(=O)Nc2ccc(Cl)cc2)ccc1Cl the results were CHRM1 agonist -5, M1 PAM 7, TAAR1 antagonist 15, CHRM1 antagonist -6, M1 PAM parental 15, CHO parental Ca -6, CHO-K1 Ca antag 4, M1 ag parental 4.8 and TAAR1 ag 8.
`CCN(C[C@H]1N[C@@](CC)(C(=O)OC)[C@H]2C(=O)N(C)C(=O)[C@@H]12)C(=O)COc1ccccc1` gave CHRM1 agonist -2, M1 PAM 9, TAAR1 antagonist -15, CHRM1 antagonist -14, M1 PAM parental 12, CHO parental Ca -12, CHO-K1 Ca antag -19, M1 ag parental 0.3 and TAAR1 ag 3.
Screening CC(=O)N1CCN(Cc2nc3cc(NC(=O)Cn4nc(C)c5ccccc5c4=O)ccc3n2C)CC1 returned CHRM1 agonist -13, M1 PAM 2, TAAR1 antagonist -5, CHRM1 antagonist -10, M1 PAM parental 5, CHO parental Ca -6, CHO-K1 Ca antag -19, M1 ag parental 0.1 and TAAR1 ag 8.
For COCCCNCCOCCOc1ccc(Cl)cc1Br the results were CHRM1 agonist -12, M1 PAM -6, TAAR1 antagonist -8, CHRM1 antagonist -4, M1 PAM parental 11, CHO parental Ca -5, CHO-K1 Ca antag -1, M1 ag parental 2.5 and TAAR1 ag 9.
O=C1C=C(c2cccc3c2sc2ccccc23)C[C@@H](c2ccc(Cl)cc2)C1 was read as CHRM1 agonist -1, M1 PAM 10, TAAR1 antagonist -2, CHRM1 antagonist -4, M1 PAM parental 8, CHO parental Ca -10, CHO-K1 Ca antag -10, M1 ag parental -0.1 and TAAR1 ag 9.
Screening COc1cc(/C=N/NC(=O)COc2ccc(-n3cnnn3)cc2)ccc1OCC(N)=O returned CHRM1 agonist -1, M1 PAM 5, TAAR1 antagonist -5, CHRM1 antagonist -6, M1 PAM parental -25, CHO parental Ca 0, CHO-K1 Ca antag 10, M1 ag parental -0.1 and TAAR1 ag 3.
For COC(=O)COc1ccccc1/C=C1/NC(=O)NC1=O the results were CHRM1 agonist -5, M1 PAM 10, TAAR1 antagonist 11, CHRM1 antagonist -9, M1 PAM parental 13, CHO parental Ca -11, CHO-K1 Ca antag 6, M1 ag parental 0.3 and TAAR1 ag 0.
Screening CC1Cc2ccccc2N1S(=O)(=O)c1cnc(Cl)c(Cl)c1 (stereo not given) returned CHRM1 agonist -8, M1 PAM -2, TAAR1 antagonist -11, CHRM1 antagonist -2, M1 PAM parental 18, CHO parental Ca -11, CHO-K1 Ca antag -10, M1 ag parental 0.4 and TAAR1 ag 2.
Screening Oc1cnn(-c2ccccc2)c1 returned CHRM1 agonist 1, M1 PAM 11, TAAR1 antagonist -23, CHRM1 antagonist -11, M1 PAM parental 15, CHO parental Ca 0, CHO-K1 Ca antag -5, M1 ag parental 0.3 and TAAR1 ag 8.
For Cc1cc(C(=O)O)oc(=O)c1 the results were CHRM1 agonist -4, M1 PAM 2, TAAR1 antagonist -14, CHRM1 antagonist -2, M1 PAM parental 13, CHO parental Ca 7, CHO-K1 Ca antag -9, M1 ag parental 0.3 and TAAR1 ag 1.
Screening Cc1nc(SCC(=O)Nc2ccc3c(c2)OCO3)c(C#N)c2c1CCCC2 returned CHRM1 agonist -3, M1 PAM 5, TAAR1 antagonist 22, CHRM1 antagonist -5, M1 PAM parental 15, CHO parental Ca -15, CHO-K1 Ca antag -8, M1 ag parental 5.1 and TAAR1 ag 17.
Screening Cc1ccc(Nc2cnn(C34CC5CC(CC(CC(=O)O)(C5)C3)C4)c(=O)c2Cl)cc1 returned CHRM1 agonist -6, M1 PAM -1, TAAR1 antagonist -15, CHRM1 antagonist -1, M1 PAM parental 5, CHO parental Ca -7, CHO-K1 Ca antag -1, M1 ag parental 0.0 and TAAR1 ag 0.
`COCCn1c(SCC(=O)N2CCCC2)nc2c(c1=O)SCC2` gave CHRM1 agonist -3, M1 PAM 5, TAAR1 antagonist -19, CHRM1 antagonist -8, M1 PAM parental 20, CHO-K1 Ca antag -6, M1 ag parental 0.6 and TAAR1 ag 0.
Screening COc1ccc(CN2CCN(S(=O)(=O)c3ccc(F)cc3)CC2)cc1OC returned CHRM1 agonist -4, M1 PAM -9, TAAR1 antagonist 1, CHRM1 antagonist 21, M1 PAM parental -10, CHO parental Ca -17, CHO-K1 Ca antag -4, M1 ag parental 0.2 and TAAR1 ag 5.
`CC(=O)NC1CCC(OC(=O)Nc2ccccc2)CC1` (stereo not given) gave CHRM1 agonist 0, M1 PAM 5, TAAR1 antagonist -15, CHRM1 antagonist -9, M1 PAM parental 25, CHO-K1 Ca antag -22, M1 ag parental 1.2 and TAAR1 ag 19.
For COc1ccc(C(=O)c2ccccc2CN2C(=O)c3ccccc3C2=O)cc1 the results were CHRM1 agonist -5, M1 PAM -4, TAAR1 antagonist 13, CHRM1 antagonist 0, M1 PAM parental 17, CHO-K1 Ca antag -13, M1 ag parental 0.1 and TAAR1 ag -1.
CCn1cc(Cl)c(C(=O)NNC(=O)CCn2cc([N+](=O)[O-])cn2)n1 was read as CHRM1 agonist -1, M1 PAM 13, TAAR1 antagonist -4, CHRM1 antagonist -13, M1 PAM parental 18, CHO parental Ca -5, CHO-K1 Ca antag -7, M1 ag parental 0.1 and TAAR1 ag 4.
O=C(Cc1c(Cl)cccc1Cl)Nc1ccncc1Cl was read as CHRM1 agonist 2, M1 PAM 5, TAAR1 antagonist -40, CHRM1 antagonist -8, M1 PAM parental -8, CHO parental Ca -6, CHO-K1 Ca antag 0, M1 ag parental 7.4 and TAAR1 ag 4.

4 entries from above, sorted by SMILES length, ascending:
`CC(=O)NC1CCC(OC(=O)Nc2ccccc2)CC1` (stereo not given) gave CHRM1 agonist 0, M1 PAM 5, TAAR1 antagonist -15, CHRM1 antagonist -9, M1 PAM parental 25, CHO-K1 Ca antag -22, M1 ag parental 1.2 and TAAR1 ag 19.
`COCCn1c(SCC(=O)N2CCCC2)nc2c(c1=O)SCC2` gave CHRM1 agonist -3, M1 PAM 5, TAAR1 antagonist -19, CHRM1 antagonist -8, M1 PAM parental 20, CHO-K1 Ca antag -6, M1 ag parental 0.6 and TAAR1 ag 0.
For COc1ccc(C(=O)c2ccccc2CN2C(=O)c3ccccc3C2=O)cc1 the results were CHRM1 agonist -5, M1 PAM -4, TAAR1 antagonist 13, CHRM1 antagonist 0, M1 PAM parental 17, CHO-K1 Ca antag -13, M1 ag parental 0.1 and TAAR1 ag -1.
Screening Cc1ccc(Nc2cnn(C34CC5CC(CC(CC(=O)O)(C5)C3)C4)c(=O)c2Cl)cc1 returned CHRM1 agonist -6, M1 PAM -1, TAAR1 antagonist -15, CHRM1 antagonist -1, M1 PAM parental 5, CHO parental Ca -7, CHO-K1 Ca antag -1, M1 ag parental 0.0 and TAAR1 ag 0.
